D1 antag: blocks dopamine activation of the human D1 receptor; AID 504652; P21728; activity change, negative = inhibition, % at 10 µM; hit rate 3.2% among 360,000; HEK293 TREx D1 cells, calcium flux, dopamine EC80; hits give low values; in the data active = activity change below about -30%; note: % is set by controls: 0 for no effect and ±100 for the full control effect
Target sequence (P21728 whole entry, looked up): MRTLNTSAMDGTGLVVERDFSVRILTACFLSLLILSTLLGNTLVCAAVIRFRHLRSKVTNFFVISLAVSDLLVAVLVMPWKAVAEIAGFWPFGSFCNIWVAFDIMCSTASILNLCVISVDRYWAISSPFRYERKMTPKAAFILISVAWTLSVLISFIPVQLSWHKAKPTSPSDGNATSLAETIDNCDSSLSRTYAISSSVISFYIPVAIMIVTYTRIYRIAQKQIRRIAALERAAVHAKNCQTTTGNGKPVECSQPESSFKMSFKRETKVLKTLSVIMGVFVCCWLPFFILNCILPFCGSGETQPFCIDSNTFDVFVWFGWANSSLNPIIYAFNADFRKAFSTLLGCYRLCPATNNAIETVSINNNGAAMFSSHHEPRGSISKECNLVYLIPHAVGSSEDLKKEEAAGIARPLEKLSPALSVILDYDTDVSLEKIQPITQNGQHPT
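Calcium flux readout: force-coupled, inducible Hek293 Trex D1 line, cells induced overnight at 30 C with tetracycline, dye-loaded 30–90 min at RT. Antagonism scored against EC80 dopamine challenge given 180 s after compound.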
D2 PAM: D2 dopamine receptor (human) potentiation. P14416. HEK293 T-REx D2, calcium flux, EC20 dopamine potentiation. potentiation, % at 10 µM. hit rate 0.34% among 340,000;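 active = potentiation over 3 SD above the plate norm, cut at about 30% in these data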; note: 0% is about no effect
Target sequence (P14416 whole entry, looked up): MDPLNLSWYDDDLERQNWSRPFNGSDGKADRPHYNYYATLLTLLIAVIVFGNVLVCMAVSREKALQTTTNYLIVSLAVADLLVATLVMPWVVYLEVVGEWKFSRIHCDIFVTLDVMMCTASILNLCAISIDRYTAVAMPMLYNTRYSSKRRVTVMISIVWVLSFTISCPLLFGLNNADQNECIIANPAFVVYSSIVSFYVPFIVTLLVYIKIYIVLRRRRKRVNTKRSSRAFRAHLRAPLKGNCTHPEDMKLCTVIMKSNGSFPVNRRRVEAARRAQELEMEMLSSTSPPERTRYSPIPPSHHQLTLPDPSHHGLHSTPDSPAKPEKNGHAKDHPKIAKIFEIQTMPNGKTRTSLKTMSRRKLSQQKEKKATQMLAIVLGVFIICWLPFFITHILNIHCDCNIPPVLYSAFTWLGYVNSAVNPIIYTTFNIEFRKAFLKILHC
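Calcium flux readout, no-wash dye, 1 read/s. Inducible HEK293 Trex D2 line, overnight 30 C. Compound alone 180 s (agonist flags), then EC20 dopamine, another 180 s to score potentiation.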
RXFP1 agonist: activates the human relaxin receptor RXFP1; Q9HBX9; HEK293T-RXFP1 cAMP TR-FRET, 30 min; response scale: percent of porcine relaxin response, buffer zero; Potency, µM (highest dose often 57.5 µM), for inactives: top-dose activation, usual class: activators; hit rate 0.3% among 370,000; AID 2676; note: potency is the fitted concentration of half-maximal effect; % is set by controls: 0 for no effect and ±100 for the full control effect; nearly all actives have a fitted effect of over 60% in size; many of its hits are not listed in these tables
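HEK293 cells stably expressing RXFP1, treated 30 min at 37C with compounds plus PDE4 inhibitor Ro 20174; cAMP measured by HTRF TR-FRET. Normalized to buffer and 29 nM porcine relaxin; EC50 by Hill fit.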
RXFP1 antag: antagonists of human relaxin receptor RXFP1; hit rate 0.59% among 350,000; activity change, negative = inhibition, % at 57.5 µM; Q9HBX9; HEK293-RXFP1, relaxin-stimulated cAMP HTRF, 30 min; hits give low values;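 active = activity change of -60% or lower, but not beyond a set lower limit; inconclusive = change between -60% and -40%, or beyond the set limit; inactive = change above -40%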; note: % is set by controls: 0 for no effect and ±100 for the full control effect
Vif-A3F inh: blocks the Vif interaction with APOBEC3F. HeLa A3F-eYFP + Vif (tagged APOBEC3F with the HIV-1 protein that degrades it), YFP fluorescence increase. Potency, µM (series often up to 46.1 µM), for the others: at the top dose activity, negative = active. hit rate 0.2% among 390,000. AID 602313; note: potency is the fitted concentration of half-maximal effect; % of control where 0% means no effect; nearly all actives have a fitted effect of over 65% in size
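Fluorescence increase (Ex 488/Em 500-530) after overnight compound treatment at 37 deg C flags inhibition of Vif-driven A3F-eYFP loss in stable HeLa A3F-eYFP/Vif cells seeded overnight beforehand.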
GRP78 ERSR act: inducers of ER stress response in human glioma cells; AID 602332; hit rate 0.02% among 420,000; Potency, µM, for inactives: at the highest dose activation, hits mostly activators; U87-MG GRP78 promoter luciferase reporter, 16 h; note: potency is the fitted concentration of half-maximal effect; series mostly up to about 76 µM; % of control where 0% means no effect; nearly all actives have a fitted effect of over 35% in size
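Stably transfected U87-MG human glioma cells carrying a GRP78-based luminescent sensor were seeded at 1000 cells/well, pin-dosed with compounds and incubated 16 h. Luciferase reagent was then added, and end-point luminescence was read after 10 min at room temperature.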
Vif-APOBEC3G blk: Vif-A3G binding inhibition. Potency, µM (doses to about 46.1 µM), without a hit: top-dose activity, negative = active, usual class: inhibitors. Q9HC16. HeLa A3G-eYFP + Vif (tagged APOBEC3G with the HIV-1 protein that degrades it), YFP fluorescence, overnight. hit rate 0.076% among 410,000;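 note: potency is the fitted concentration of half-maximal effect; % is set by controls: 0 for no effect and ±100 for the full control effect; nearly all actives have a fitted effect of over 60% in size; hits raise eYFP signal because A3G escapes Vif-driven loss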
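HeLa cells stably expressing Vif and C-terminally eYFP-tagged A3G, seeded overnight at 37 deg C, then exposed to compound by pintool overnight at 37 deg C. Rise in yellow fluorescence (Ex 488/Em 500-530, Acumen) marks blocked Vif-driven A3G degradation.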
D1 PAM: human D1 dopamine receptor positive modulation | P21728 | HEK293 TREx D1 cells, calcium flux, dopamine EC20 potentiation | potentiation, % at 10 µM | hit rate 0.036% among 360,000; in the data active = potentiation above about 30%; note: 0% is about no effect
D1 agonist: human D1 receptor agonism; AID 504660; HEK293 T-REx D1 cells, calcium flux, agonist mode; activation, % at 2 µM; hit rate 1% among 360,000; P21728; in the data active = activation above about 30%; note: 0% is about no effect
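Tetracycline-induced HEK293 TREx D1 cells, force-coupled to calcium signalling, were dye-loaded with a no-wash calcium kit. Compound was pin-added after a 10 s baseline. Fluorescence was read kinetically at 1 cycle/s for 180 s, with calcium rises flagged as agonism.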
An asterisk follows results filed as active; ? = inconclusive; / = no result given; & = joins results of further samples. Unless noted, calls come from the whole dose curve; as a rule, active = well fitted curve in the direction sought with a large enough effect; inconclusive = small, poorly fitted or top-dose-only effect, or another doubt; inactive = no such curve, though single readings can be large; an effect the other way counts as inactive or inconclusive. An excerpt; count on the stated rates, not on these rows.

SMILES | D1 antag | D2 PAM | RXFP1 agonist | RXFP1 antag | Vif-A3F inh | GRP78 ERSR act | Vif-APOBEC3G blk | D1 PAM | D1 agonist
CCOC(=O)c1c(NC(=S)NC(=O)c2cnn(CC)c2)sc2c1CCC(C)C2 (centres undefined) | -4 | -3 | 1.4% | -3 | 9% | -4% | -1% | -1 | 1
[O-]/C(=C(\C(=S)Nc1cccc2ccccc12)[n+]1cccc(CO)c1)c1ccc(Cl)s1 | -2 | 13 | -3.9% | 2 | -7% | -1% | -1% | 1 | 2
Cc1ccc(Cn2c(SCC(=O)NCc3ccccc3Cl)nc3ccsc3c2=O)cc1 | 7 | 14 | 3.6% | 7 | 5% | -4% | 3% | -3 | 3
CC(C)CCC(C(=O)O)C(C)CC(=O)NNC(=O)c1ccco1 (centres undefined) | 2&1 | 4&2 | -2.5%&-0.3% | -7&-6 | -17%&-7% | 0%&-2% | 0%&-4% | 1&-1 | 2&1
COc1ccc(NC(=O)COC(=O)c2ccc(-n3cnnn3)cc2)cc1Cl | -10 | 0 | 0.3% | -18 | 5% | -6% | 1% | -4 | 7
CSc1sc2ccccc2[n+]1CCCS(=O)(=O)[O-] | -4 | -1 | 5.0% | -2 | -1% | -1% | 0% | -1 | 1
CCNC(=O)NC(=O)C(C)Sc1nc2ccccc2n1CC(C)C (centres undefined) | -2 | -1 | 0.2% | -24 | 4% | -4% | -2% | -1 | -1
Cc1ccc(C(=O)N(CC(=O)NC2CCCC2)c2ccccc2C)s1 | -7 | 1 | -1.6% | -5 | 0% | -4% | -1% | 1 | 1
Oc1ccc(Cl)cc1-c1cc(-c2ccccc2)n[nH]1 | -4 | -5 | 2.0% | / | -6% | 8% | -14% | -4 | 2
CC1(C)CC(=O)C(C(C2=C(O)CC(C)(C)CC2=O)c2ccc([N+](=O)[O-])cc2)C(=O)C1 (centres undefined) | 9 | 3 | 2.3% | -14 | 5% | -4% | 2% | 3 | 3
c1ccc(CCN2CCN=C2Nc2ccccc2)cc1 | -12 | -24 | -0.4% | / | 4% | -7% | 0% | -6 | 19
CCN(C(=O)COC(=O)COc1ccc2c(C)cc(=O)oc2c1)C1CCS(=O)(=O)C1 (centres undefined) | -27 | 4 | 8.5% | 6 | -1% | -3% | 1% | -6 | 2
Cc1c(C)n(CC(O)CN2CCCCC2)c2ccccc12 (centres undefined) | 5 | -8 | -1.6% | -11 | / | -5% | -1% | 0 | 9
CN1C(=O)/C(=C\c2ccc(-c3ccccc3)o2)SC1=S | 53 | 24 | -2.5% | 10 | ? | 0% | -9% | 40* | 21
COc1ccc(-n2nc(C(=O)NCC(=O)N3CCCC3)c3ccccc3c2=O)c(OC)c1 | 1 | / | 5.9% | -2 | 10% | 5% | -4% | -7 | 0

D1 PAM: what is marked active above.
mol | D1 antag | D2 PAM | RXFP1 antag | D1 PAM | D1 agonist
CN1C(=O)/C(=C\c2ccc(-c3ccccc3)o2)SC1=S | 53 | 24 | 10 | 40* | 21

Part of the list above, as tab-separated lines.
molecule	D1 antag	D2 PAM	RXFP1 agonist	RXFP1 antag	Vif-A3F inh	GRP78 ERSR act	Vif-APOBEC3G blk	D1 PAM	D1 agonist
COc1ccc(NC(=O)COC(=O)c2ccc(-n3cnnn3)cc2)cc1Cl	-10	0	0.3%	-18	5%	-6%	1%	-4	7
CSc1sc2ccccc2[n+]1CCCS(=O)(=O)[O-]	-4	-1	5.0%	-2	-1%	-1%	0%	-1	1
CCNC(=O)NC(=O)C(C)Sc1nc2ccccc2n1CC(C)C (centres undefined)	-2	-1	0.2%	-24	4%	-4%	-2%	-1	-1
Cc1ccc(C(=O)N(CC(=O)NC2CCCC2)c2ccccc2C)s1	-7	1	-1.6%	-5	0%	-4%	-1%	1	1
Oc1ccc(Cl)cc1-c1cc(-c2ccccc2)n[nH]1	-4	-5	2.0%	/	-6%	8%	-14%	-4	2
CC1(C)CC(=O)C(C(C2=C(O)CC(C)(C)CC2=O)c2ccc([N+](=O)[O-])cc2)C(=O)C1 (centres undefined)	9	3	2.3%	-14	5%	-4%	2%	3	3
c1ccc(CCN2CCN=C2Nc2ccccc2)cc1	-12	-24	-0.4%	/	4%	-7%	0%	-6	19

Other compounds.
SMILES | D1 antag | D2 PAM | RXFP1 agonist | RXFP1 antag | Vif-A3F inh | GRP78 ERSR act | Vif-APOBEC3G blk | D1 PAM | D1 agonist
COc1ccc(CCCC(=O)N/N=C/c2ccccc2OC)cc1 | -10 | -6 | -0.1% | 1 | 2% | -3% | 0% | -8 | 0
CCc1ccccc1NC(=O)C(=O)NCC(c1cccnc1)N1CCc2ccccc21 (centres undefined) | 0 | 3 | 6.9% | -32 | 3% | -3% | -2% | -4 | 0
O=[N+]([O-])c1cccc(Cl)c1NCCNc1ncc(C(F)(F)F)cc1Cl | -5 | -16 | -1.2% | -10 | -6% | -6% | 3% | -1 | 3
CCCC(=O)Nc1c(C(=O)OCC)oc2ccccc12 | 8 | 6 | 3.3% | 0 | 4% | -3% | -3% | 6 | 1
CC1CCCCC1NC(=O)C1CCN(S(=O)(=O)N2CCCCCC2)CC1 (centres undefined) | 13 | / | 1.0% | -22 | 2% | 1% | 2% | 0 | -1
CCC1CCCCN1S(=O)(=O)c1ccc(C(=O)N(CCCN(C)C)c2nc3cc4c(cc3s2)OCO4)cc1 (centres undefined) | -5 | -7 | -1.9% | -5 | -13% | -10% | 0% | 3 | 22
Cc1c(C(=O)N(C)C)sc(NC(=O)c2cccc([N+](=O)[O-])c2)c1C#N | 5 | -6 | -1.9% | -8 | 7% | -1% | 3% | 1 | 3
CC1C(=O)N2CCCc3cc(NS(C)(=O)=O)cc1c32 (centres undefined) | 4 | -1 | 0.1% | -5 | 8% | 1% | 0% | -8 | 4
CCOC(=O)C1(C)C=C(Nc2cccc(C)c2)C(=O)N1c1ccccc1 (centres undefined) | 8 | -8 | 0.3% | / | -4% | 2% | 7% | 1 | 1
COC(=O)c1ccc(-c2nc3cc(Cl)c(N)cc3s2)cc1 | -7 | 8 | 8.1% | -6 | 5% | -1% | 1% | 1 | 4
Cc1ccc(NC(=O)c2oc3ccccc3c2COC(C)C)cc1S(=O)(=O)N1CCOCC1 | / | / | / | -10 | 8% | 0% | 1% | / | /
CCOC(=O)c1cc(NC(=O)c2ccccc2)c(=O)n2c1oc1ccc(Cl)cc12 | -4 | / | -5.1% | / | -4% | -3% | -5% | -3 | 5
Cc1[nH]n(-c2ccccc2)c(=O)c1/C=N\NC(=O)C1COc2ccccc2O1 (centres undefined) | -10 | -7 | 0.9% | -27 | -9% | -7% | ? | -9 | 1
O=C(O)CCC(=O)Nc1ccc(S(=O)(=O)N2CCCC2)cc1 | -2 | -1 | -0.3% | -7 | -2% | -5% | -3% | 1 | 0
C=CCCC(=O)Nc1ccc(Br)cn1 | 10 | 3 | -1.9% | -10 | 2% | 0% | -25% | 1 | 0

Overlap with the part before: 2 entries; new compounds follow.
SMILES | D1 antag | D2 PAM | RXFP1 agonist | RXFP1 antag | Vif-A3F inh | GRP78 ERSR act | Vif-APOBEC3G blk | D1 PAM | D1 agonist
O=C(O)CCC(=O)Nc1ccc(S(=O)(=O)N2CCCC2)cc1 | -2 | -1 | -0.3% | -7 | -2% | -5% | -3% | 1 | 0
C=CCCC(=O)Nc1ccc(Br)cn1 | 10 | 3 | -1.9% | -10 | 2% | 0% | -25% | 1 | 0
COC(=O)CN1C(=O)CSc2ccc(S(=O)(=O)Nc3cccc(Cl)c3C)cc21 | -16 | 9 | -2.8% | -7 | 8% | -4% | 1% | 0 | 0
N#C/C(=C\c1ccc(Cl)cc1)c1nc2ccccc2[nH]1 | 0 | -13 | 11% | -2 | -4% | 1% | -6% | -1 | 5
COc1ccc(CC(=O)Nc2ccc(S(=O)(=O)N3CCCC3)cc2)cc1OC | / | / | / | -2 | 10% | -5% | 4% | / | /
Cc1cc(C)cc(NC(=S)N2CCC(NC(=O)c3ccco3)CC2)c1 | -10 | 3 | -1.0% | -6 | 0% | -5% | 0% | -5 | -1
COc1ccc(CCNC(=O)COC(=O)c2ccco2)cc1OC | -1 | -5 | -0.5% | -2 | -6% | -4% | -1% | 2 | 2
COC(=O)C1=C(C)NC(C)=C(C(=O)OC)C1c1ccc(-c2cccc(Cl)c2Cl)o1 | -9 | -5 | -0.7% | / | 4% | -3% | -12% | -9 | 1
Cc1ccc(S(=O)(=O)Nc2cccc(C(=O)NCc3cccnc3)c2)cc1F | 13 | 13 | 0.2% | -11 | 0% | -4% | ? | -1 | 4
CC(C)CN(C(=O)c1ccc(S(=O)(=O)N2CCOCC2)cc1)C1CCS(=O)(=O)C1 (centres undefined) | 2 | 17 | 0.7% | 18 | 7% | 0% | -2% | -10 | 1
Cc1c(NC(=O)c2cccc(NC(=O)Cc3ccccc3Cl)c2)c(=O)n(-c2ccccc2)n1C | / | / | / | 8 | -7% | -4% | 0% | / | /
O=C(O)CC(C(=O)Nc1ccc(Cl)cc1Cl)C1CCCO1 (centres undefined) | -63* | 0 | 1.4% | 2 | -6% | -5% | -1% | -2 | 0
Cc1cc(-c2cc(C(=O)NCc3ccccc3)on2)nc(S(C)(=O)=O)n1 | 5 | 9 | 1.0% | / | 6% | -11% | -20% | 1 | 3
COc1cc([N+](=O)[O-])ccc1NC(=O)Nc1ccc(C(=O)N2CCCC2)cc1 | -4 | -4 | 0.1% | -1 | -2% | -6% | 0% | -3 | 4
CCOc1ccc(-c2nnc(-c3ccc(OC)cc3)o2)cc1 | 2 | 14 | -0.1% | -4 | 2% | 1% | 1% | -3 | 3
COC(=O)c1nc(-c2ccccc2)n[nH]1 | / | -3 | 0.5% | 7 | -6% | 1% | 3% | -1 | 0
O=C(O)CS(=O)(=O)c1ccc(C(F)(F)F)cn1 | -3 | 4 | 0.9% | 7 | 3% | 0% | -2% | -4 | 0
COCc1nnc(NC(=O)c2cc3ccccc3o2)s1 | 6 | -9 | 1.9% | -3 | -1% | -2% | -1% | -5 | 0
